ERG Ets-DNA blk: qHTS for Small Molecule Inhibitors of the ERG Ets/DNA interaction; fluorescence polarization, His-ERG Ets domain / labelled DNA; Potency, µM (series often up to 76.9 µM), for inactives: top-dose FP activity, negative = inhibition, most hits filed as inhibitors; 370,000 tested, 0.028% active; AID 624246, 2012; active = well fitted inhibition curve with a large enough effect in the polarisation, with a control signal flat; inconclusive = small, poorly fitted or top-dose-only effect, or effect the other way, or a change in a side signal; inactive = no such curve, though single readings can be large or run the other way; the % refers to the polarisation;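 also: polarization taken with two DNA probes labelled with fluorescein and Texas red; potency is read from the fitted curve at half-maximal effect; % of control where 0% means no effect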
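His-tagged ERG Ets domain (1 uM in the protein solution; 300mM KCl, 50mM Tris-HCl, 1mM EDTA, 1mM DTT, pH 7.5) received compound, then a probe mix of 5 nM fluorescein-DNA and 100nM Texas-615-DNA. Fluorescence polarization was read for both dyes.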
12-LOX inh: Primary qHTS assay for inhibitors of human arachidonate 12S-lipoxygenase (ALOX12): Round 2; Polyunsaturated fatty acid lipoxygenase ALOX12 (Homo sapiens), P18054; purified 12hLO, xylenol orange hydroperoxide absorbance; Potency, µM (top dose mostly 108 µM), for inactives: at the top dose activity change, negative = inhibition, actives largely listed as inhibitors; 580,000 tested, 1.1% active; AID 1671190, 2021; also: potency is read from the fitted curve at half-maximal effect; % is scaled to controls: 0 for no effect and ±100 for the full control effect
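Hydroperoxide product was detected by ferrous iron/xylenol orange as the 573 to 405 nm absorbance ratio. Arachidonic acid at 40 uM (final) was turned over for 30 min at room temperature by 150 nM human 12hLO, pH 7.0 Hepes buffer, after 15 min compound preincubation.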
POLB inh: qHTS Assay for Inhibitors of DNA Polymerase Beta; 340,000 tested, 1.3% active; P06746; Pol beta primer extension/strand displacement, fluorescence kinetic; AID 485314, 2010; Potency, µM (series often up to 114 µM), for inactives: at the top dose activity change, negative = inhibition, hits mostly inhibitors; also: potency is read from the fitted curve at half-maximal effect; % is scaled to controls: 0 for no effect and ±100 for the full control effect
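Homogeneous kinetic assay of primer extension and strand displacement by 10 nM Pol beta, preincubated 15 min at room temperature with compound before 50 nM substrate (final) was added. Read at 0 and 10 min; four-parameter Hill fit.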
RGS4 inh: Inhibitors of Regulator of G Protein Signaling (RGS) 4: qHTS. Regulator of G-protein signaling 4 (Homo sapiens), P49798. Transcreener GDP fluorescence polarization, RGS4-accelerated GTP hydrolysis. Potency, µM (doses to about 114 µM), for inactives: top-dose activity change, negative = inhibition, most hits filed as inhibitors. 390,000 tested, 0.039% active. AID 504845, 2011; also: potency is read from the fitted curve at half-maximal effect; % is scaled to controls: 0 for no effect and ±100 for the full control effect; nearly all actives have a fitted effect of over 75% in size; some results filed as inactive show a strong effect at the top dose
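MLSMR compounds (23 nl, pin-transferred) preincubated 10 min at room temperature with a 500nM (2x) first reagent, then RGS4 at 900nM (2x) plus Transcreener GDP mix added; fluorescence polarization (620/688 nm) read before and after 90 min at 30 °C.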
Pol kappa inh: qHTS for Inhibitors of Polymerase Kappa; DNA polymerase kappa (Homo sapiens), Q9UBT6; purified Pol kappa, fluorescent DNA synthesis assay, 10 min; Potency, µM (doses to about 107 µM), without a hit: at the top dose activity, negative = inhibition, actives largely listed as inhibitors; 400,000 tested, 0.53% active; AID 588579, 2011; also: potency is read from the fitted curve at half-maximal effect; % is scaled to controls: 0 for no effect and ±100 for the full control effect
Target sequence (Q9UBT6 whole entry, looked up): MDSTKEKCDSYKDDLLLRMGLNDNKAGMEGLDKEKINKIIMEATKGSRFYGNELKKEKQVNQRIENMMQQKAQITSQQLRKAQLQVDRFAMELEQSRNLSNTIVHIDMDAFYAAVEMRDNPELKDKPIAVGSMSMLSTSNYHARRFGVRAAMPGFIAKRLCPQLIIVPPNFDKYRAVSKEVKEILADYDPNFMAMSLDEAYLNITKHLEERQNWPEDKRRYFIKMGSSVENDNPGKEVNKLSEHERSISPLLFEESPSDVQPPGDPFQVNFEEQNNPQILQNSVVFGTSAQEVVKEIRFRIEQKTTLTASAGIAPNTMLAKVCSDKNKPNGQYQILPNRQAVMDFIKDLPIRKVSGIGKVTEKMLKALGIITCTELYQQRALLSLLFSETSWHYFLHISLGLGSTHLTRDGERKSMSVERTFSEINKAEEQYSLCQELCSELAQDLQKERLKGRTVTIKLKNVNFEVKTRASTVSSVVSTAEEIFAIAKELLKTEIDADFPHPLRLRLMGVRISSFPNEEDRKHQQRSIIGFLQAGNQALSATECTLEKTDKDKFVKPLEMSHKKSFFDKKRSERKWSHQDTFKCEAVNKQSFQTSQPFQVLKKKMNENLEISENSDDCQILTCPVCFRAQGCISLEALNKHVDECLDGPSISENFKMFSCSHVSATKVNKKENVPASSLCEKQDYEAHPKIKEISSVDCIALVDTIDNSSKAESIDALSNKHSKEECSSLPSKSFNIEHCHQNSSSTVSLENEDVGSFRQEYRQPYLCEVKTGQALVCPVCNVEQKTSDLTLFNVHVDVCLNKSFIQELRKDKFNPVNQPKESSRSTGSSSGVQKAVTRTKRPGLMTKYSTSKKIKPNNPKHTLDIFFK
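Kinetic fluorescence screen: compound preincubated 15 min RT with 10 nM enzyme; 50 nM substrate (final) initiates; reads at 0/10 min.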
POLH inh: qHTS for Inhibitors of Polymerase Eta | Potency, µM (titrated, usually from 114 µM), inactives show top-dose activity change, negative = inhibition, actives largely listed as inhibitors | AID 588591, 2011 | DNA polymerase eta (Homo sapiens), Q9Y253 | recombinant Pol eta, fluorescent DNA replication assay | 390,000 tested, 1.2% active; also: potency is read from the fitted curve at half-maximal effect; % is scaled to controls: 0 for no effect and ±100 for the full control effect
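Fluorescent replication assay: 50 nM final substrate added after a 15 min room-temperature compound preincubation with 10 nM enzyme. Signal taken at 0 min and again at 10 min.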
APEX1 inh: qHTS Assay for Inhibitors of the Human Apurinic/apyrimidinic Endonuclease 1 (APE1) | 350,000 tested, 0.35% active | DNA repair nuclease/redox regulator APEX1 (Homo sapiens), P27695 | Potency, µM (highest dose often 65.8 µM), inactives show at the highest dose activity change, negative = inhibition, hits mostly inhibitors | recombinant APE1, TAMRA/BHQ-2 abasic DNA cleavage fluorescence;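 also: potency is read from the fitted curve at half-maximal effect; plate controls were vehicle for no effect and reference inhibitor for full effect; nearly all actives have a fitted effect of over 55% in size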
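Substrate: short duplex with […] THF abasic site, 5'-TAMRA and 3'-BHQ-2, 50 nM final. APE1 at 0.75 nM, preincubated 15 min RT with compound. Fluorescence increase from first to third read measured activity.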
LDHA inh: qHTS assay for inhibitors of human lactate dehydrogenase | L-lactate dehydrogenase A chain (Homo sapiens), P00338 | purified LDHA, NADH/diaphorase-resazurin fluorescence; stronger effect = lower value | activity change, % (values are at about 110 or 230 µM) | 480,000 tested, 0.15% active; in the data active = activity change below about -30%; inconclusive = mostly about -25% to -30%;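 also: plate controls were DMSO wells for no effect and wells without enzyme for full effect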
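Enzyme activity of human lactate dehydrogenase 5 (2 nM; 0.06 mM NADH, 0.2 mM pyruvate, 5 min, RT) is measured via a resazurin/diaphorase fluorescence readout of residual NADH.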
Apoferritin bind: qHTS Assay for Identification of Novel General Anesthetics; apoferritin/1-aminoanthracene competitive binding, fluorescence; Potency, µM (doses to about 77.5 µM), for the others: at the top dose activity change, negative = displacement, hits mostly inhibitors; 350,000 tested, 0.074% active; AID 485281, 2010; also: potency is read from the fitted curve at half-maximal effect; % is scaled to controls: 0 for no effect and ±100 for the full control effect; nearly all actives have a fitted effect of over 20% in size
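Horse-spleen apoferritin (10 uM) in 50% saturated 1-aminoanthracene in PBS was incubated 10 min at room temperature with compound. Fluorescence (ex 380, em 535 nm) was normalized to free and bound 1-AMA, with concentration-response fitted by a four-parameter Hill equation.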
An asterisk follows results filed as active; ? = inconclusive; · = not tested or not shown; & = joins results of further samples; [ ] = remark or other dose. Unless noted, calls follow the shape of the dose curve; as a rule, active = well fitted curve in the direction sought with a large enough effect; inconclusive = small, poorly fitted or top-dose-only effect, or another doubt; inactive = no such curve, though single readings can be large; an effect the other way counts as inactive or inconclusive.

Sample of the layout:
Molecule | ERG Ets-DNA blk | 12-LOX inh | POLB inh | RGS4 inh | Pol kappa inh | POLH inh | APEX1 inh | LDHA inh | Apoferritin bind
Cc1sc2nc(Cc3ccccc3)[nH]c(=O)c2c1-c1ccccc1 | 17% | -19% | -1% | -1% | -5% | -20% | 1% | -2 | -18%
O=C(NCCc1ccccc1)c1cc(S(=O)(=O)N2CCCC2)ccc1F | -4% | 7% | 5% | 15% | 1% | -7% | -9% | 1 | -5%
Cc1ccc(NC2=C/C(=N\S(=O)(=O)c3cccs3)c3ccccc3C2=O)c(C)c1 | -8% | · | -9% | -9% | -15% | -12% | ? | 28 | -10%
O=C(NCc1ccccc1)C1CCN(S(=O)(=O)c2ccc3[nH]c(=O)ccc3c2)CC1 | 1% | -21% | 5% | -5% | -2%[60.1 µM] | -15% | · | -3 | -3%

The list itself (from the top)
Molecule | ERG Ets-DNA blk | 12-LOX inh | POLB inh | RGS4 inh | Pol kappa inh | POLH inh | APEX1 inh | LDHA inh | Apoferritin bind
Cc1sc2nc(Cc3ccccc3)[nH]c(=O)c2c1-c1ccccc1 | 17% | -19% | -1% | -1% | -5% | -20% | 1% | -2 | -18%
O=C(NCCc1ccccc1)c1cc(S(=O)(=O)N2CCCC2)ccc1F | -4% | 7% | 5% | 15% | 1% | -7% | -9% | 1 | -5%
Cc1ccc(NC2=C/C(=N\S(=O)(=O)c3cccs3)c3ccccc3C2=O)c(C)c1 | -8% | · | -9% | -9% | -15% | -12% | ? | 28 | -10%
O=C(NCc1ccccc1)C1CCN(S(=O)(=O)c2ccc3[nH]c(=O)ccc3c2)CC1 | 1% | -21% | 5% | -5% | -2%[60.1 µM] | -15% | · | -3 | -3%
CC1(c2nnc(-c3cccc(Cl)c3)o2)CC(c2ccc(C#N)cc2)=NO1 (stereo not given) | 9% | 12% | · | -11% | 0% | -19% | · | -1 | ·
CC(=O)Nc1ccc(S(=O)(=O)NCC(=O)NNC(=O)COc2c(C)cccc2C)cc1 | 0% | 243%[activator] | · | -10% | -10% | -22% | -16% | -3 | ·
CCN1CCN(c2ncc3c(n2)CCN(Cc2cc(Br)cs2)C3)CC1 | 0% | 11µM* | 0% | 9% | -13%[60.1 µM] | 2% | · | -2 | 24%
CCCN(Cc1ccccc1)C(=S)Nc1ccc(F)cc1 | -12% | ? | 87% | -19% | 3% | -4% | ? | -8 | -11%
COc1ccc(Cl)cc1NC(=O)c1c(NCc2cccs2)sc2c1CCCC2 | -8% | ? | ? | -47% | -9%[60.1 µM] | 50µM* | · | -8 | 4%
CCOc1ccccc1NC(=O)Nc1cc(C(=O)O)ccc1C | 12% | -4% | 0% | -8% | 3% | -9% | -8% | -9 | -1%
O=C(NCc1nnc(SCc2ccc(C(F)(F)F)cc2)n1-c1ccccc1)C12CC3CC(CC(C3)C1)C2 | 3% | -22% | -23% | -11% | -15% | -25% | 5% | -2 | -5%
COC(=O)[C@H](Cc1ccccc1)NC(=O)NCc1ccccc1 | -4% | -19%&0% | -1% | 3% | 1% | -7% | -2% | -6&-4 | 0%
Cc1ccc(S(=O)(=O)N2CCN(C(=S)NCCc3ccccc3)CC2)cc1 | -3% | -11% | ? | 1% | -13% | -8% | -6% | -14 | 55%[activator]
O=C(Nc1nc(-c2ccccc2)cs1)C1CCCO1 (stereo not given) | · | 8% | -2% | 16% | -3% | -2% | 1% | 4 | -9%
Cc1ccc(Cl)cc1NC(=O)NC1COc2ccccc2C1 (stereo not given) | -13% | -24% | ? | -1% | -4%[60.1 µM] | 4% | · | -7 | -3%
Cc1cc(Nc2ccc3c(c2)OCCO3)n2ncnc2n1 | -7% | ? | 27% | -40% | -5% | -11% | 0% | -5 | -14%
Cn1c(SCC(=O)NCc2cccs2)nnc1-c1ccco1 | 0% | -19% | -26% | 9% | -4% | -10% | 3% | 5 | 2%
COc1ccc(NC(=O)CN(C)C(=O)c2ccc(-c3ccccc3Cl)o2)cc1 | 0% | -23% | · | 17% | 5% | -5% | 22% | -3 | ·
COc1ccc(C2/C(=C(/O)c3ccc(F)cc3)C(=O)C(=O)N2CCCN(C)C)cc1 (stereo not given) | 0% | -11% | · | 3% | 3% | -6% | · | -7 | ·
COc1cc(C2NC(=O)NC(c3ccccc3)=C2C(C)=O)ccc1OCC(=O)O (stereo not given) | · | 13% | 0% | -22% | -7% | 9% | -1% | -1 | -4%

Individual results from above:
`Cc1sc2nc(Cc3ccccc3)[nH]c(=O)c2c1-c1ccccc1` in RGS4 inh → -1%
`Cn1c(SCC(=O)NCc2cccs2)nnc1-c1ccco1` in APEX1 inh → 3%
`COc1cc(C2NC(=O)NC(c3ccccc3)=C2C(C)=O)ccc1OCC(=O)O` (stereo not given) in RGS4 inh → -22%

Fetched by compound from the entries so far:
Molecule | ERG Ets-DNA blk | 12-LOX inh | POLB inh | RGS4 inh | Pol kappa inh | POLH inh | APEX1 inh | LDHA inh | Apoferritin bind
Cc1ccc(S(=O)(=O)N2CCN(C(=S)NCCc3ccccc3)CC2)cc1 | -3% | -11% | ? | 1% | -13% | -8% | -6% | -14 | 55%[activator]
O=C(NCc1ccccc1)C1CCN(S(=O)(=O)c2ccc3[nH]c(=O)ccc3c2)CC1 | 1% | -21% | 5% | -5% | -2%[60.1 µM] | -15% | · | -3 | -3%

Next records.
Molecule | ERG Ets-DNA blk | 12-LOX inh | POLB inh | RGS4 inh | Pol kappa inh | POLH inh | APEX1 inh | LDHA inh | Apoferritin bind
O=C(c1ccc(F)cc1F)N1CCN(c2ncccn2)CC1 | -10% | -2% | 83% | 0% | 2% | -10% | -2% | 0 | -8%
OCCSc1nc2ccccc2n1CCOc1ccccc1 | · | 13% | 29% | 38% | -7% | -9% | 0% | -10 | -10%
O=c1nc(-c2ccccc2)n(-c2ccc(Cl)cc2)[nH]1 | -13% | -23% | 0% | -16% | 6% | -7% | -2% | -3 | 9%
Cn1cnc([N+](=O)[O-])c1SCC(=O)NN | 10% | -17% | -21% | -9% | ? | -2% | 1% | 2 | 2%
CCOc1ccc(-n2c(=S)sc3c(=O)[nH]c(SCC(=O)C(C)(C)C)nc32)cc1 | -5% | -27% | -30% | -30% | -12% | -7% | 9% | -22 | -20%
COc1ccc(CN2CCCC(CO)(Cc3ccc(F)cc3)C2)cc1C (stereo not given) | -2% | -17% | 24% | 16% | -7% | -12% | -7% | -6 | -20%
COc1ccccc1NC(=O)C1CCN(C(=O)c2ccc(C(C)(C)C)cc2)CC1 | -5% | -7% | 24% | 2% | -26% | -2% | -4% | -4 | -16%
COc1ccc(-c2nc(CN3CCCCC3CCc3ccccn3)c(C)o2)cc1 (stereo not given) | -1% | -20% | -1% | 4% | -2% | -11% | 0% | -5 | -15%

Assay outcomes deposited in PubChem by National Center for Advancing Translational Sciences (NCATS).

These rows are one share of the data. The share of hits here may be higher or lower than overall.
